# TrxR1 substrate: substrates of rat thioredoxin reductase 1; O89049; purified TrxR1 substrate turnover, NADPH consumption readout; Potency, µM (top dose mostly 114 µM), inactives show top-dose activity change, negative = substrate turnover; actives 0.01% (n = 390,000); AID 588456; note: % is set by controls: 0 for no effect and ±100 for the full control effect; nearly all actives have a fitted effect of over 50% in size
#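 Rat TrxR1, dispensed at 90 nM, was prereduced with 400 uM NADPH (final) for 5 min at ~22 deg C, then incubated with compound 15 min before 400 uM selenite. A first-read NADPH fluorescence drop versus no-compound background flagged substrates.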
# ALOX12 inh: inhibitors of human 12S-lipoxygenase ALOX12; purified 12hLO, xylenol orange hydroperoxide absorbance; Potency, µM (top dose mostly 108 µM), for inactives: at the highest dose activity change, negative = inhibition, hits mostly inhibitors; actives 1.1% (n = 580,000); AID 1671190; note: % is set by controls: 0 for no effect and ±100 for the full control effect
#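 Purified human 12hLO (150 nM final) in 25 mM Hepes, 0.01% Triton X-100, pH 7.0 was preincubated 15 min at room temperature with compound. Then 40 uM arachidonic acid was added, 30 min. Hydroperoxide was read by Fe-XO absorbance ratio 573/405 nm.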
# Vif-APOBEC3F blk: Vif-A3F binding inhibition | HeLa A3F-eYFP + Vif (tagged APOBEC3F with the HIV-1 protein that degrades it), YFP fluorescence increase | Potency, µM (top dose mostly 46.1 µM), without a hit: top-dose activity, negative = active | actives 0.2% (n = 390,000); note: % of control where 0% means no effect; nearly all actives have a fitted effect of over 65% in size
#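 Fluorescence increase (Ex 488/Em 500-530) after overnight compound treatment at 37 deg C flags inhibition of Vif-driven A3F-eYFP loss in stable HeLa A3F-eYFP/Vif cells seeded overnight beforehand.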
# RXFP1 ag: agonists of human relaxin receptor RXFP1. Q9HBX9. HEK293T-RXFP1 cAMP TR-FRET, 30 min; response scale: percent of porcine relaxin response, buffer zero. Potency, µM (doses to about 57.5 µM), for inactives: at the highest dose activation, usual class: activators. actives 0.3% (n = 370,000); note: % is set by controls: 0 for no effect and ±100 for the full control effect; nearly all actives have a fitted effect of over 60% in size; many of its hits are not listed in these tables
# Target sequence (Q9HBX9 whole entry, looked up): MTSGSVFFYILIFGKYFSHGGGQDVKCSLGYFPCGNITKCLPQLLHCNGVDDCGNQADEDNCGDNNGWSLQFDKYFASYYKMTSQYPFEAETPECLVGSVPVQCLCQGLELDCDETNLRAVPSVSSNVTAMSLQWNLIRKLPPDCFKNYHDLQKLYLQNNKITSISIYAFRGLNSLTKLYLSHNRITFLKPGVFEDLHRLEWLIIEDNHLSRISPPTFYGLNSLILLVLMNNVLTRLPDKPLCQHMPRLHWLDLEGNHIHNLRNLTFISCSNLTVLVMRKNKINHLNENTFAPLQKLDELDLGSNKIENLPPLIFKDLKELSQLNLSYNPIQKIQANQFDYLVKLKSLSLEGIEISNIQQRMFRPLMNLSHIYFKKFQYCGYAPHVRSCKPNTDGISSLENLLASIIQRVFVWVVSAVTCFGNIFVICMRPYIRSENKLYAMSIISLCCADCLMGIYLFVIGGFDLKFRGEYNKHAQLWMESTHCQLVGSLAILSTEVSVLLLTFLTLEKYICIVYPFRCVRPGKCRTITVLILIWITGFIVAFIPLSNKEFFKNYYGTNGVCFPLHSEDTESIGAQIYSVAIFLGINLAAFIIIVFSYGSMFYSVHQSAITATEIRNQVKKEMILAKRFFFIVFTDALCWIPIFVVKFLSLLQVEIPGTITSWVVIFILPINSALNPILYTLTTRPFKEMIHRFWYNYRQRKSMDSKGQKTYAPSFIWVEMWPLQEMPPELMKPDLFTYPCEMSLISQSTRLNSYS
#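 cAMP rise read by TR-FRET after 30 min, 37C compound exposure (up to 58 uM) in RXFP1-transfected HEK293 cells with Ro 20174 present. EC50 from Hill-equation fits, with 29 nM porcine relaxin as 100% and buffer as basal.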
# USP1 inh: USP1/UAF1 (human) deubiquitinase inhibition; O94782; recombinant USP1/UAF1, Ub-Rhodamine cleavage fluorescence; Potency, µM (highest dose often 57.1 µM), for the others: at the top dose activity change, negative = inhibition, usual class: inhibitors; actives 0.23% (n = 390,000); AID 743255; note: % is set by controls: 0 for no effect and ±100 for the full control effect; nearly all actives have a fitted effect of over 60% in size; inactives centre near -12
#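 In this screen, compounds sit with the deubiquitinase complex (1nM) for 15 min at room temperature before Ub-Rho is added at 150nM final. Fluorescence rise is then followed for 6 reads every 60 seconds.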
# RGS4 inhibitor: blocks human RGS4-accelerated GTP hydrolysis; actives 0.039% (n = 390,000); AID 504845; Potency, µM (titrated, usually from 114 µM), without a hit: at the highest dose activity change, negative = inhibition, most hits filed as inhibitors; Transcreener GDP fluorescence polarization, RGS4-accelerated GTP hydrolysis; note: % is set by controls: 0 for no effect and ±100 for the full control effect; nearly all actives have a fitted effect of over 75% in size; some results filed as inactive show a strong effect at the top dose
# Target sequence (P49798 whole entry, looked up): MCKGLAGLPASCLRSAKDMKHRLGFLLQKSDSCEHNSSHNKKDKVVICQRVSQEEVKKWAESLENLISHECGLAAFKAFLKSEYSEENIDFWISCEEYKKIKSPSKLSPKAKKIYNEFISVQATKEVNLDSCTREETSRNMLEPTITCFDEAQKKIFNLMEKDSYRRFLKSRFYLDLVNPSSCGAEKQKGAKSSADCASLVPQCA
#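 MLSMR compounds (23 nl, pin-transferred) preincubated 10 min at room temperature with a 500nM (2x) first reagent, then RGS4 at 900nM (2x) plus Transcreener GDP mix added; fluorescence polarization (620/688 nm) read before and after 90 min at 30 °C.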
# Vif-A3G inh: Vif-A3G binding inhibition; actives 0.076% (n = 410,000); Potency, µM (highest dose often 46.1 µM), for inactives: at the highest dose activity, negative = active, hits mostly inhibitors; HeLa A3G-eYFP + Vif (tagged APOBEC3G with the HIV-1 protein that degrades it), YFP fluorescence, overnight; AID 602310; Q9HC16;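 note: % is set by controls: 0 for no effect and ±100 for the full control effect; nearly all actives have a fitted effect of over 60% in size; hits raise eYFP signal because A3G escapes Vif-driven loss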
#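 Read-out is eYFP fluorescence (Ex 488/Em 500-530) from Vif-expressing HeLa A3G-eYFP cells; more signal means A3G escaped Vif-mediated degradation. Cells plated overnight, compound pinned in, incubated overnight at 37 deg C.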
# mIDH1 inhibitor: human IDH1 R132H inhibition | Potency, µM (series often up to 76.6 µM), for the others: at the highest dose activity change, negative = inhibition, most hits filed as inhibitors | IDH1-R132H enzyme, NADPH consumption, diaphorase/resazurin fluorescence | O75874 | actives 0.093% (n = 390,000); note: % is set by controls: 0 for no effect and ±100 for the full control effect; nearly all actives have a fitted effect of over 65% in size
#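 IDH1-R132H (0.5 ug/mL dispensed) in pH 7.5 Tris buffer was preincubated 30 min with compound, then given a substrate mix of 0.016 mM NADPH and 2 mM alpha-KG for 80 min at room temperature; remaining NADPH was read by diaphorase/resazurin fluorescence.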
# rTrxR1 inhibitor: rat TrxR1 inhibition; O89049; Potency, µM (series often up to 114 µM), inactives show at the top dose activity change, negative = inhibition, actives largely listed as inhibitors; recombinant rTrxR1, NADPH fluorescence consumption, selenite substrate; AID 588453; actives 1% (n = 390,000); note: % is set by controls: 0 for no effect and ±100 for the full control effect; nearly all actives have a fitted effect of over 65% in size
#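 Rat TrxR1 (90 nM in the dispensed reagent) was pre-reduced with 400 uM NADPH for 5 min at room temperature, then incubated with compound for 15 min. After 400 uM selenite was added, NADPH fluorescence (Ex 340/Em 450 nm) was followed for 8 min.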
# Numbers without * were called inactive; ? = inconclusive; . = no result given; [ ] = remark or other dose. Calls come from the whole dose curve; as a rule, active = well fitted curve in the direction sought with a large enough effect; inconclusive = small, poorly fitted or top-dose-only effect, or another doubt; inactive = no such curve, though single readings can be large; an effect the other way counts as inactive or inconclusive. Potency is the fitted concentration of half-maximal effect. Only part of the results is shown; count on the stated rates, not on these rows.
Structure,TrxR1 substrate,ALOX12 inh,Vif-APOBEC3F blk,RXFP1 ag,USP1 inh,RGS4 inhibitor,Vif-A3G inh,mIDH1 inhibitor,rTrxR1 inhibitor
CCOC(=O)c1cncc(NC(=O)c2ccccc2)c1,-3%[57.1 µM],23%,1%,-2.3%,-11%,-12%,0%,7%,12%[57.1 µM]
O=C(C1CC(=O)N(c2ccc3c(c2)OCCO3)C1)N1CCN(S(=O)(=O)c2ccccc2F)CC1 (stereo not given),-4%,-3%,-8%,.,-13%,-9%,-2%,6%,-6%
COC(=O)c1cc(NC(=O)c2nn(C)c3c2CSc2ccccc2-3)cc(C(=O)OC)c1,6%,-10%,1%,-4.6%,-7%,5%,0%,-17%,23%
COc1cccc(C2=NOC(C(=O)NC3CCCCC3)C2)c1 (stereo not given),4%,-7%,3%,0.1%,4%,-12%,-1%,1%,11%
Cn1c(=O)c2c(nc(N3CCCCCC3)n2Cc2cccc3ccccc23)n(C)c1=O,-5%,12%,-5%,3.5%,0%,13%,-4%,?,-7%
CC(=O)c1ccc(S(=O)(=O)N2CCN(CC(=O)Nc3ccccc3C(=O)NC3CC3)CC2)cc1,-7%,2%,-6%,0.7%,-11%,14%,-6%,-4%,7%
CCOC(=O)C1CCN(CC(O)COC(CC)c2ccccc2)CC1 (stereo not given),11%,24%,8%,0.5%,-22%,-5%,1%,5%,37%[activator]
Cc1ccccc1NC(=O)CN1CCc2ccccc2C1,-3%,11%,-6%,-2.2%,-19%,-5%,-7%,0%,13%
O=C(CN1CCN(c2ccccn2)CC1)Nc1ccc(F)cc1F,6%,-2%,-6%,4.5%,-18%,-25%,1%,0%,12%
COc1cc(NC(=O)c2cc(C(C)C)on2)cc(OC)c1OC,4%[57.1 µM],27%,1%,2.4%,-22%,-1%,-2%,12%,12%[57.1 µM]
O=c1[nH]c(SCc2cccc(Cl)c2)nc2c1CCC2,-4%,?,.,9.6%,-30%,9%,.,.,6%
Nc1nonc1-n1nnc(C(=O)N/N=C/c2ccccc2Cl)c1-c1ccc2c(c1)OCO2,9%,-13%,2%,-0.8%,-11%,6%,-4%,19%,23%

# Fetched by structure from above, three records:
Structure,TrxR1 substrate,ALOX12 inh,Vif-APOBEC3F blk,RXFP1 ag,USP1 inh,RGS4 inhibitor,Vif-A3G inh,mIDH1 inhibitor,rTrxR1 inhibitor
Nc1nonc1-n1nnc(C(=O)N/N=C/c2ccccc2Cl)c1-c1ccc2c(c1)OCO2,9%,-13%,2%,-0.8%,-11%,6%,-4%,19%,23%
Cn1c(=O)c2c(nc(N3CCCCCC3)n2Cc2cccc3ccccc23)n(C)c1=O,-5%,12%,-5%,3.5%,0%,13%,-4%,?,-7%
O=C(CN1CCN(c2ccccn2)CC1)Nc1ccc(F)cc1F,6%,-2%,-6%,4.5%,-18%,-25%,1%,0%,12%

# New compounds follow.
Structure,TrxR1 substrate,ALOX12 inh,Vif-APOBEC3F blk,RXFP1 ag,USP1 inh,RGS4 inhibitor,Vif-A3G inh,mIDH1 inhibitor,rTrxR1 inhibitor
COc1ccccc1NC(=O)c1cccc(NC(=O)c2ccco2)c1,12%[57.1 µM],2%,2%,0.9%,-9%,-1%,-8%,2%,13%[57.1 µM]
COc1ccccc1CNC(=O)COc1ccc([N+](=O)[O-])cc1,-13%[57.1 µM],-24%,4%,-2.0%,-11%,-12%,5%,13%,30%[57.1 µM]
COc1ccccc1/C=C/C=N/NC(=O)CCn1cnc2ccccc21,-4%,12%,1%,-2.2%,-12%,18%,?,9%,4%
Cc1cc2c(cc1C)C(c1cccc(OC(C)C)c1)CC(=O)N2 (stereo not given),-12%,0%,6%,2.9%,?,-4%,-24%,-1%,-31%
CCOC(=O)c1cc(C#N)c(N)nc1C,30%,-1%,-1%,0.5%,-7%,-4%,0%,6%,6%
COc1ccc(CNS(=O)(=O)CCNC(=O)c2ccccc2)cc1,5%,0%,-6%,0.8%,-18%,-37%,1%,7%,12%
O=C(Nc1cc(F)ccc1F)C1CCN(c2nc3ccccc3n3cccc23)CC1,-1%,-8%,-5%,2.0%,-7%,-1%,0%,0%,5%
Cc1ccc(-c2cn(C[C@H]3CC[C@@H]([C@@H]4CC[C@H](Cn5cc(-c6ccc(C)cc6)nn5)O4)O3)nn2)cc1,1%[57.1 µM],-21%,2%,-0.4%,-24%,20%,3%,-3%,8%[57.1 µM]
COc1ccc(NC(=O)C(c2ccc(C)cc2)N(C)C(=O)c2ccc(=O)[nH]c2)cc1 (stereo not given),-5%,3%,-1%,0.1%,-22%,-14%,0%,1%,-1%
C=CC(=O)Nc1sc2c(c1C(N)=O)CCCC2,-5%,-2%,-6%,-0.6%,-16%,-7%,-23%,16%,?
CCN(CC)S(=O)(=O)c1ccc(Cl)c(C(=O)NCc2ccco2)c1,4%,5%,0%,-0.2%,-7%,0%,3%,4%,11%
O=C(NCc1cccc(F)c1)c1ccc(CS(=O)c2ccccc2Cl)o1 (stereo not given),-2%,-23%,-13%,5.9%,1%,-9%,3%,11%,-14%
O=C(O)/C=C/C(=O)Nc1c(F)cccc1F,6%,0%,1%,0.7%,-24%,7%,2%,0%,13%
CC1(CCc2ccccc2)NC(=S)N(c2ccccc2)N1 (stereo not given),-15%,1µM*,-9%,1.0%,1%,?,-7%,0%,?
Cc1ccc(Cn2ccsc2=NC(=O)COC(=O)C(C)C)cc1,-3%,-9%,-3%,0.6%,-21%,-9%,5%,4%,5%
O=C(NNC(=O)c1sc2ccccc2c1Cl)Nc1ccc(Cl)cc1,-8%,0%,0%,3.1%,-9%,-13%,1%,0%,5%
CCOc1ccc(N2C(=O)CC(N3CCN(c4ccc(C(=O)c5ccncc5)cc4)CC3)C2=O)cc1 (stereo not given),-7%,-2%,0%,.,-1%,7%[11.4 µM],-2%,8%,-84%
Cc1cc(NC(=O)CSc2nc(=O)n3cccc(C)c3n2)no1,2%[57.1 µM],-1%,-11%,15%,-24%,5%,-4%,5%,-4%[57.1 µM]
COc1ccc(S(=O)(=O)N2CCN(C)CC2)cc1NC(=O)c1ccccc1,-4%[57.1 µM],0%,-12%,0.2%,-16%,-9%,0%,-1%,-8%[57.1 µM]
CCOC(=O)Cc1csc(NC(=O)C2CCCN(S(=O)(=O)c3cnc[nH]3)C2)n1 (stereo not given),0%,-9%,0%,-0.5%,-23%,3%,5%,-8%,18%
COc1ccc(NC(=O)Cn2c(C)cc(=O)c3ccccc32)cc1,3%,1%,?,3.2%,-7%,-4%,1%,-6%,15%
Cc1ccc(Nc2nnc(SC3CCOC3=O)s2)cc1 (stereo not given),-3%,?,17%,-0.7%,2%,3%,-1%,14%,6%
CN(C)S(=O)(=O)c1ccc(Cl)c(NC(=O)CSc2nnnn2-c2ccc(O)cc2)c1,5%[57.1 µM],0%,-9%,4.1%,-19%,-15%,1%,-4%,18%[57.1 µM]
C1CC1Cc1noc(CN2CCN(C3C4CC5CC(C4)CC3C5)CC2)n1 (stereo not given),5%,-7%,0%,0.5%,-16%,-19%,0%,10%,13%
CC(C)C[C@H](NC(=O)N1c2ccccc2NC(=O)[C@@H]1C(C)C)C(=O)N[C@@H](Cc1ccccc1)C(=O)O,4%,45%[activator],5%,1.5%,-19%,1%,-1%,-14%,10%
CC1=C(C(=O)Nc2ccccc2)C(c2ccc(O)cc2)n2nc(-c3ccc(Cl)cc3)nc2N1 (stereo not given),-1%,?,-4%,-0.3%,-4%,9%,-5%,20%,34%
CSc1ccc(C(=O)C2CCCN(C(=O)c3csc(C(C)=O)c3)C2)cc1 (stereo not given),6%,0%,5%,-2.0%,-4%,-5%,-1%,-1%,13%[57.1 µM]
COCCNC(=O)CN1N=C(c2ccc(C)cc2)CCC1=O,9%[57.1 µM],-2%,15%,4.7%,-2%,0%,0%,2%,13%[57.1 µM]
CCc1ccc(N/C(N)=N/c2nc(CSc3ccccn3)cc(=O)[nH]2)cc1,5%[57.1 µM],-9%,-23%,-1.9%,-23%,-16%,-25%,-4%,16%[57.1 µM]
Cc1ccccc1C(=O)Nc1ccc(C(=O)NNC(=O)CCCOc2ccc(Cl)cc2Cl)cc1,10%,-4%,0%,4.3%,-5%,-30%,0%,11%,27%
COc1ccccc1CNC(=O)C1CCN(S(=O)(=O)c2cn(C)cn2)CC1,-3%[57.1 µM],-24%,3%,1.0%,-11%,29%,6%,-14%,5%[57.1 µM]
Cn1c(SCC(=O)OC2CCCCC2)nnc1-c1ccc2c(c1)OCO2,-1%,-11%,-1%,0.5%,-6%,15%,1%,4%,14%
C=CCN(CC=C)Cc1cc(=O)n2c(-c3ccccc3)csc2n1,0%,0%,0%,-0.9%,-13%,18%,-3%,-5%,12%
CCN1CCN(c2ccc(S(=O)(=O)N3CCOCC3)cc2NC(=O)c2ccc(Cl)cc2Cl)CC1,-8%[57.1 µM],?,-1%,2.3%,-24%,-27%,-3%,0%,-13%[57.1 µM]
c1ccc(CSc2ccc3nnc(-c4ccccn4)n3n2)cc1,-7%,-2%,12%,19%,-3%,-5%,-2%,3%,35%[57.1 µM]

# Compound activity as filed in PubChem.
